# Screening results as filed in PubChem BioAssay.
# B2AR arrestin: agonists driving beta-arrestin recruitment to human beta2-adrenergic receptor; beta-arrestin recruitment to beta2AR, cell-based reporter; hit rate 0.02% among 330,000; P07550; Potency, µM (titrated, usually from 46.1 µM), without a hit: at the top dose activation, usual class: activators;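 note: potency is the fitted concentration of half-maximal effect; 0% = DMSO controls and full agonism = EC100 isoproterenol or metaproterenol; nearly all actives have a fitted effect of over 65% in size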
# Target sequence (P07550 whole entry, looked up): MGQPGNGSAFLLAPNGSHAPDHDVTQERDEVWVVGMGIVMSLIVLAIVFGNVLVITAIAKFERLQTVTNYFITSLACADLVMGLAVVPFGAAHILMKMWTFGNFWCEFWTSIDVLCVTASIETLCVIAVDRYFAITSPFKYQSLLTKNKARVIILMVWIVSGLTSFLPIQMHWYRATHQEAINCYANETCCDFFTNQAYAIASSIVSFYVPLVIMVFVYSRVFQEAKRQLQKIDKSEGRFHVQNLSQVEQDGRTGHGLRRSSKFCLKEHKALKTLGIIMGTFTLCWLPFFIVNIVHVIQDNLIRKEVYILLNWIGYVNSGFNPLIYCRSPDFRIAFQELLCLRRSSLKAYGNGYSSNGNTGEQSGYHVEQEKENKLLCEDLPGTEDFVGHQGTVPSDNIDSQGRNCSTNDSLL
# BRCA1 expr up: activators of BRCA1 expression; AID 624202; hit rate 1.1% among 380,000; MCF7-BRCA1-FFLuc reporter, luminescence, 48 h; response scale: scaled: vehicle 0%, 10 µM genistein 100%; Potency, µM (titrated, usually from 46.1 µM), without a hit: at the top dose activation, actives largely listed as activators; note: potency is the fitted concentration of half-maximal effect; nearly all actives have a fitted effect of over 80% in size; some results filed as inactive show a strong effect at the top dose
#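 Luminescence from a BRCA1-driven firefly luciferase in MCF7 cells was read after 48 h compound exposure at 37 C. Data normalized against DMSO and a 10microM genistein activation control, then curve-fitted across the titration.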
# AT treatment: potential ataxia-telangiectasia treatments restoring KAP-1 phosphorylation; […] A-T fibroblasts, KAP-1 phosphorylation AlphaLISA; neocarzinostatin DNA damage 30 min before lysis; Potency, µM (doses to about 57.5 µM), without a hit: at the highest dose activation, actives largely listed as activators; hit rate 0.19% among 320,000; AID 485349; note: potency is the fitted concentration of half-maximal effect; % of control where 0% means no effect; nearly all actives have a fitted effect of over 45% in size
#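 ATM-like activity read as KAP-1 phosphorylation via AlphaLISA donor/acceptor antibody pairs after lysis and 6 hr at 25C. Cells were ATM-null patient fibroblasts ([…], hTERT), dosed 60 min, then exposed to the DSB inducer NCS for 30 min.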
# ELG1 DNA repair: ELG1-dependent DNA repair inhibition; HEK293T ELG1-luciferase reporter, luminescence, 16 h; DNA damage induced by 5-fluorouridine; Potency, µM (doses to about 46.1 µM), for the others: top-dose activity change, negative = inhibition, usual class: inhibitors; hit rate 2.3% among 330,000; note: potency is the fitted concentration of half-maximal effect; % is set by controls: 0 for no effect and ±100 for the full control effect; nearly all actives have a fitted effect of over 55% in size
#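 Cells (2,000 per well) received 5-fluorouridine plus test compound or DMSO and were incubated 16 hr at 37 °C, 5% CO2. Luciferase activity was read by luminescence 30 min after ONE-Glo addition; signal suppression marked inhibition of damage-induced ELG1 function.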
# Integrin act MD: activators of alpha7 integrin expression for muscular dystrophy. Potency, µM (doses to about 38.3 µM), without a hit: at the top dose activation, usual class: activators. hit rate 0.064% among 350,000. alpha7betagal myoblasts, beta-gal FDG fluorescence, 48 h. AID 624291;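 note: potency is the fitted concentration of half-maximal effect; 100% = response of the positive control SU9516; nearly all actives have a fitted effect of over 60% in size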
#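 alpha7betagal+/- myoblasts (passage 13, 250/well) treated 48 h at 37C with compounds at 1:260 dilution of DMSO stock. Lysed, then beta-galactosidase activity read as FDG fluorescence (ex 480/em 540) after 30 min, with pre-read for autofluorescence.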
# TSG101-PTAP inh: blocks PTAP/TSG101 interaction to inhibit HIV-1 budding; Q99816; Fluorescence polarization, FITC-PTAP peptide / Tsg101 binding; Potency, µM (titrated, usually from 115 µM), for inactives: top-dose activity change, negative = inhibition, actives largely listed as inhibitors; 340,000 tested, under 10 active; active = well fitted inhibition curve with a large enough effect in the main read-out, with a control signal flat, not every such curve was filed as active; inconclusive = small, poorly fitted or top-dose-only effect, or effect the other way, or a change in a side signal; inactive = no such curve, though single readings can be large or run the other way; note: potency is the fitted concentration of half-maximal effect; % of control where 0% means no effect
# Target sequence (Q99816 whole entry, looked up): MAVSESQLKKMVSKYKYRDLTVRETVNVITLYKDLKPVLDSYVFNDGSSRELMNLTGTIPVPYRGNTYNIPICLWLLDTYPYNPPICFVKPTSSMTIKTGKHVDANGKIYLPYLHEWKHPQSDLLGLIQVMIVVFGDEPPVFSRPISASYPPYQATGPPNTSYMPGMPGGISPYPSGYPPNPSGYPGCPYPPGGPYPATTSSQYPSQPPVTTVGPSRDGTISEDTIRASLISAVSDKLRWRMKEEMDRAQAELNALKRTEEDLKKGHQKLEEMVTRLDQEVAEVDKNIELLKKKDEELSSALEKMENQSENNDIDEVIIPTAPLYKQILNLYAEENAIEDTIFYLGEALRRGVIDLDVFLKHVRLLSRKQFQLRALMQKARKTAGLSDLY
#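 FP read-out: FITC-PTAP peptide, 50 nM final, binding Tsg101 binding domain, 10 uM final; 20 min, r.t.; 10 mM HEPES pH 7.5, 0.15 M NaCl, 0.01% Tween 20, 3 mM EDTA, 0.1 mM TCEP.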
# TRPV1 ag: activates the human vanilloid receptor TRPV1 | AID 540275 | Q8NER1 | activation, % at 8.33 µM | hit rate 0.19% among 320,000 | TRPV1-expressing cells, Fluo-8 calcium influx, agonist mode; in the data active = activation above about 80%; inconclusive = between about 30% and that limit; note: 0% is about no effect
#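 Cells expressing TRPV1 were dye-loaded with Fluo-8 and read kinetically: 10 s baseline, 3 min after compound (agonist portion), then 2 min after EC20 capsaicin (allosteric enhancer portion). Calcium-bound dye fluorescence at 480/520 nm.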
# MLL CXXC-DNA inh: MLL CXXC-DNA interaction inhibition; AID 2662; MLL-CXXC / FITC-HOXA9 DNA fluorescence polarization; Potency, µM (doses to about 115 µM), without a hit: at the highest dose activity change, negative = inhibition, most hits filed as inhibitors; hit rate 0.037% among 290,000; Q03164; active = well fitted inhibition curve with a large enough effect in the polarisation, with a control signal flat, not every such curve was filed as active; inconclusive = small, poorly fitted or top-dose-only effect, or effect the other way, or a change in a side signal; inactive = no such curve, though single readings can be large or run the other way; the % refers to the polarisation; note: potency is the fitted concentration of half-maximal effect
#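 Steps: dispense CXXC domain solution (7 uM) → pin compounds or unlabeled HOX-A9 DNA control → 5 min ambient → add FLSN-HOX-A9 solution (50 nM) → spin → 30 min ambient → fluorescence polarization. Tris pH 7.5/NaCl/DTT/BSA buffer.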
# TCR activator: activators of T cell receptors; primary human leukocytes, anti-CD3, IL-2 HTRF, 48 h; Potency, µM (series often up to 9.22 µM), for inactives: top-dose activation of IL-2 secretion, hits mostly activators; 330,000 tested, under 10 active; note: % of control where 0% means no effect
#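 48 hr co-incubation of compounds, a-CD3 beads and primary human leukocytes; IL-2 quantified homogeneously by HTRF with anti-IL-2 K and d2 conjugates.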
# p53 reactivation: mutant p53 re-activation in reporter cells; H1299 p53-A138V BP100-luciferase reporter, luminescence, 24 h; Potency, µM (doses to about 92.2 µM), for the others: at the highest dose activity change, positive = activation, most hits filed as activators; hit rate 0.063% among 320,000; note: potency is the fitted concentration of half-maximal effect; % of control where 0% means no effect; nearly all actives have a fitted effect of over 45% in size
#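 H1299 (p53-null), stable ts p53-A138V + BP100-Luc; 1000 cells/well, Opti-MEM/10% FBS; cpd 4 pt, 1:5; 24 h, 37 deg C, 5% CO2; detection reagent 10 min RT; luminescence.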
# Numbers without * were called inactive; ? = inconclusive; . = no result given; [ ] = remark or other dose. Unless noted, calls come from the whole dose curve; as a rule, active = well fitted curve in the direction sought with a large enough effect; inconclusive = small, poorly fitted or top-dose-only effect, or another doubt; inactive = no such curve, though single readings can be large; an effect the other way counts as inactive or inconclusive.
SMILES,B2AR arrestin,BRCA1 expr up,AT treatment,ELG1 DNA repair,Integrin act MD,TSG101-PTAP inh,TRPV1 ag,MLL CXXC-DNA inh,TCR activator,p53 reactivation
O=C(CCn1cnc(-c2ccccc2)c1-c1ccccc1)N/N=C/c1ccc(O)cc1,-0.3%,-38.9%,11.6%,?,-28.8%,-3.3%,5.7,-4.2%,-0.6%[46.1 µM],-2.2%
COc1ccc(CNc2nc3ccccc3n2C)c(OC)c1,-0.9%,?,0.0%[11.5 µM],?,11.4%,1.2%,-1.0,-3.9%,5.9%,5.2%
O=C(O)c1cn(CCOc2ccccc2Cl)c2ccccc12,-0.6%,-0.9%,-6.8%,?,2.3%,-2.0%,-9.9,13.0%,-4.7%,6.3%
Cc1ccc2cccc(SCC(=O)N3CCOCC3)c2n1,?,-1.5%,6.2%,-7.6%,-11.7%,-4.8%,0.4,-7.3%,-4.7%,7.9%
NS(=O)(=O)c1ccc(CCNC(=O)c2ccc(C(=O)c3ccccc3)cc2)cc1,-0.2%,-0.7%,-2.3%,-5.6%,5.0%,-0.9%,9.3,5.1%,-8.6%,-2.1%
COc1ccc(C(=O)C[N+]2(C)CCOCC2)cc1,-0.7%,-2.1%,.,13.2%,6.5%,-13.8%,-5.2,9.1%,-4.1%,-0.2%
CCc1cc(C(=O)N2CCN(c3ncc(C(F)(F)F)cc3Cl)CC2)sc1C,-1.8%,-29.2%,21.4%,6.7%,2.5%,11.4%,-2.0,5.8%,1.4%,-0.7%
Cc1cc(C(=O)NNC(=O)c2cccc([N+](=O)[O-])c2)n[nH]1,-0.4%,-5.3%,-3.4%,?,3.1%,-0.1%,-3.4,.,-0.9%,-6.7%
Cn1c(N)c(C(=O)COC(=O)C2(c3ccccc3F)CCCC2)c(=O)n(C)c1=O,-0.3%,-22.4%,3.1%,-25.5%,5.7%,-3.5%,14.0,2.9%,1.5%,-16.8%
O=C(CSc1ccccc1C(=O)NCc1ccccc1)NC12CC3CC(CC(C3)C1)C2,-0.4%,-76.8%,0.8%,?,-43.7%,0.7%,1.3,1.0%,-3.1%[46.1 µM],-10.8%
CSc1ccccc1C(=O)OCC(=O)Nc1cccnc1Cl,-0.8%,-9.9%,0.9%,?,16.5%,1.1%,.,.,1.5%,19.6%
CCCCN(CC)C(=O)Cc1ccc(Br)cc1,-0.6%,-13.8%,13.1%,-1.6%,6.1%,-3.8%,17.5,-3.3%,0.9%[46.1 µM],4.6%
O=C(CN1CCN(S(=O)(=O)c2ccc(Br)s2)CC1)N1CCCCC1,-0.7%,-0.6%,20.8%,-9.2%,-11.0%,-3.4%,21.8,.,-9.8%,-8.9%
CCOC(=O)N1CCN(C(=O)CSc2nc(C)nc3c2c(=O)n(C)c(=O)n3C)CC1,0.3%,-13.7%,1.8%,-4.8%,17.7%,-0.5%,0.3,-3.3%,1.7%,-3.1%
NC(N)=N/N=C/c1ccc(OCc2ccccc2)c(OCc2ccccc2)c1,0.0%,-98.1%,-4.3%,?,-73.7%[inhibitor],-3.6%,-1.5,?,3.0%,-25.9%
O=C1NC(c2ccc(Cl)cc2)Nc2ccccc21 (stereo not given),0.0%,0.0%,8.7%,2.2%,23.5%,-0.7%,1.3,-5.3%,-0.6%,0.4%
CCC(=O)Nc1sccc1C(=O)OC,-0.3%,-0.9%,0.8%,-1.2%,-25.0%,-13.2%,-1.8,9.1%,3.9%,-0.6%
COc1ccc(N/N=C(/C#N)S(=O)(=O)c2nsc(C)c2C#N)cc1,0.0%,-34.7%,-4.1%,7.2%,-6.1%,-3.3%,-1.8,-12.7%,2.6%,-3.9%
CCN(CC)c1ccc(CNc2ccc3c(c2)ncn3CC)cc1,-0.1%,-14.6%,-10.3%,1.3%,9.7%,-9.1%,0.6,3.0%,4.5%,-5.3%
COc1ccc(N2CCN(S(=O)(=O)c3cccc4nsnc34)CC2)cc1,-0.5%,5.0%,-5.1%,-8.4%,-2.3%,-6.8%,0.8,-13.0%,-1.5%,-2.5%
O=c1ccc(-c2ccc([N+](=O)[O-])cc2)nn1-c1ccccc1,-0.1%,-5.4%,1.8%,13.8%,20.9%,-1.1%,2.8,-8.8%,1.8%,1.3%
COCCCNC(=O)Cn1ccc(N)nc1=O,0.0%,13.4%,3.9%,25.4%,13.7%,0.2%,2.7,.,-40.8%,?
Cc1c(C(=O)Nc2ccccc2N2CCN(C)CC2)oc2ccc(F)cc12,-0.6%,-76.9%[inhibitor],5.1%,20.2%,-47.0%[inhibitor],0.4%,24.3,.,.,6.6%
Cc1ccc(/C=N\NC(=O)C2CC(=O)N(c3ccccc3)C2)o1 (stereo not given),0.3%,6.3%,-6.1%,11.1%,-20.7%,0.6%,-1.4,-0.4%,0.7%,10.8%
O=C(Cn1nc(C(F)(F)F)cc1C1CC1)NCc1ccccc1F,-0.4%,-0.2%,-2.0%,-16.1%,-5.4%,-2.9%,6.7,4.7%,-2.0%[46.1 µM],-18.4%
COc1cc(CC(=O)OCC(=O)N2CC(C)CC(C)C2)cc(OC)c1OC (stereo not given),2.7%,-15.1%,18.9%,5.7%,3.2%,-3.3%,-10.4,23.7%,8.8%,-2.4%
COc1ccc(OC)c2sc(N3CCCCC3)nc12,-0.3%,55.4%,7.3%,?,-15.9%,-8.3%,9.6,-3.7%,9.0%,?
COC(=O)CSC1=NS(=O)(=O)c2ccccc21,-1.0%,-14.7%,-9.9%,11.0%,12.9%,0.8%,-0.6,-1.5%,0.2%,-13.3%
COc1ccc(S(=O)(=O)N2CCC(C(=O)NCCN3CCOCC3)CC2)cc1,0.4%,0.9%,2.3%,-1.3%,27.1%,1.4%,1.8,-4.5%,0.6%,6.1%
O=C(COC(=O)[C@@H]1CCCN1C(=O)c1cccs1)Nc1ccc(Br)cc1,-0.5%,5.6%,18.7%,16.5%,?,-3.5%,.,.,-4.0%,-1.0%
O=C(N/N=C/c1c(-c2ccccc2)[nH]c2ccccc12)c1cccnc1,0.4%,32.8%,-2.6%,-12.1%,-24.7%,-3.6%,-3.5,14.3%,4.3%,21.6%
O=S(=O)(c1ccc(Cl)cc1)N1CCC2(CC1)OCCN2S(=O)(=O)c1cccs1,-0.4%,-41.3%,0.2%,?,-12.4%,-0.9%,0.4,.,-4.9%,0.0%
CCc1nnc(NC(=O)CSc2nnc(-c3ccco3)n2CC)s1,0.4%,19.9%,3.1%,8.3%,4.1%,-6.8%,-1.5,-3.4%,8.8%,-5.1%
COc1cc(CNCc2ccc(C)cc2)cc(OC)c1OC,-0.8%,-7.4%,3.5%,-15.0%,-29.3%,-4.5%,-0.4,-5.3%,-3.0%,.
C[C@@H](C(=O)N1CCNCC1)n1cc(CCCN=C(N)N)nn1,-0.4%,8.1%,12.8%,4.5%,23.8%,-0.4%,-3.3,-4.0%,-4.7%,-0.5%
O=C(Nc1ccccc1)C1=C[C@H](C2CC2)C[C@H](OCCCCO)O1,0.2%,3.1%,28.4%,?,35.7%,-4.6%,5.9,-13.8%,-4.6%,1.4%
CN(CC(=O)NCC1CCCCC1)CC(=O)Nc1ccccc1Br,0.0%,2.3%,-1.0%,-1.8%,-3.5%,-1.0%,?,.,-0.8%,9.4%
COCCN(C(=O)Cc1cccs1)C(C(=O)NCc1ccc(OC)cc1)c1ccc(C)cc1 (stereo not given),-0.6%,-0.2%,13.2%,?,6.1%,-4.8%,24.4,-4.9%,.,-4.3%
CC(=O)NCCN=Cc1sc2ccccc2c1O,0.9%,-3.4%,-15.0%,?,19.7%,-9.1%,-1.6,-3.7%,8.1%,6.9%
Cc1ccccc1N1CC(C(=O)Nc2ccc(S(=O)(=O)N3CCCCC3)cc2)CC1=O (stereo not given),0.1%,-24.3%,1.0%,?,0.0%,4.9%,2.2,3.6%,-4.6%,-8.3%
Cc1ccc(-n2nc(C)c(/C=N/NC(=O)c3cccnc3)c2Cl)cc1,7.0%,-3.1%,-1.1%,-14.0%,1.6%,-1.4%,-1.9,-5.5%,3.2%[46.1 µM],-12.5%
Cc1cccc(NC(=O)c2nc[nH]c2C(=O)N2CCN(C(=O)OC(C)(C)C)CC2)c1,0.0%,9.6%,7.4%,-28.5%,-19.9%,3.1%,4.7,.,4.4%,-16.0%
COc1ccc2c(c1)CC/C(=C\Nc1ccc3c(c1)OCO3)C2=O,-0.9%,3.16µM*,0.5%,?,-7.6%,-1.8%,5.1,-5.2%,0.7%,18.0%
Cc1ccccc1Nc1nc(N)nc(COC(=O)CC2CC3CCC2C3)n1 (stereo not given),-0.8%,-1.5%,2.6%,5.1%,-2.7%,-2.2%,0.2,4.1%,0.7%[46.1 µM],9.6%
